CSN inh: inhibitors of human CSN-mediated cullin deneddylation | Q92905 | Purified CSN, SCF-Nedd8-OG deneddylation, fluorescence polarization | inhibition, % at 12.5 µM | 0.38% of 360,000 active;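 active means pattern-corrected inhibition above about 35%, with an unprinted fluorescence ratio check between 0.5 and 1.5, limit read from the data, passing the limit was not always enough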;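 further: 0% = enzyme with substrate and 100% = substrate without enzyme; some results filed as inactive read as strong as hits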
Target sequence (Q92905 whole entry, looked up, one chain of several): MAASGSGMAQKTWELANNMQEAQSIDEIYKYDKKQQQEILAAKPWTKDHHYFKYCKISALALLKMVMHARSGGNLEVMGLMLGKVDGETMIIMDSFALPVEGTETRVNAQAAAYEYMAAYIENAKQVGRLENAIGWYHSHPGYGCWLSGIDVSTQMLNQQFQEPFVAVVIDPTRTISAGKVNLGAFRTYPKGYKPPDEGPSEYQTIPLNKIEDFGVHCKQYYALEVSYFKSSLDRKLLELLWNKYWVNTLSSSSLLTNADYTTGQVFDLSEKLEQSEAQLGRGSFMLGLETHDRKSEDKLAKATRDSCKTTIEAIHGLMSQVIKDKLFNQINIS
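Assay system: purified human Csn5 enzyme expressed in HEK293T cells; measure: % inhibition; also added: SCFSkp2-Nedd8OG substrate at 10 nM final; technique: fluorescence polarization; times: reaction 90 min, room temperature; medium: Tris buffer pH 7.5, NaCl, DTT, Tween-20, trehalose, ovalbumin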
TbMetRS inhib: Trypanosoma brucei MetRS inhibition; AID 624268; inhibition, % at 11.9 µM; purified T. brucei MetRS, ATP depletion, Kinase-Glo luminescence; 0.4% of 360,000 active;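 active means inhibition above a per-plate cutoff of the control wells' mean inhibition plus 3 SD, cut at about 5.5% in these data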;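 further: 0% = DMSO wells median and 100% = median of wells with control inhibitor compound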
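technique = Kinase-Glo luminescence, ATP depletion format | system = purified MetRS (methionyl-tRNA synthetase) enzyme from Trypanosoma brucei | timing = 15 min preincubation, 2 h reaction, all 25 °C | evaluation = percent inhibition versus plate control medians | dosing = single dose, 11.9 µM final nominal, 0.9% final DMSO | also added = substrates ATP, L-methionine and bulk Escherichia coli tRNA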
Scp-1 inhibitor: blocks human Scp-1 phosphatase activity | Q9GZU7 | Recombinant Scp1, phosphopeptide, malachite green phosphate absorbance | inhibition, % at 20 µM | 0.88% of 340,000 active | AID 493091;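 active means inhibition above about 50% at 20 µM, limit read from the data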;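 further: plate controls were DMSO wells with enzyme for no effect and wells lacking enzyme for full effect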
Target sequence (Q9GZU7 76-261 limits assumed): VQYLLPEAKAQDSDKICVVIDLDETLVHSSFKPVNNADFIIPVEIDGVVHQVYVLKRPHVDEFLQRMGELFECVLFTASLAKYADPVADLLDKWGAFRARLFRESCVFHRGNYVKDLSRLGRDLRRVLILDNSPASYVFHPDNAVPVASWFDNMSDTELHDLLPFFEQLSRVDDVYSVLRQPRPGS
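Incubation: 45 min enzyme reaction at room temperature / System: truncated SCP-1 phosphatase (76-261aa) / Reagent: Phospho 17-mer peptide substrate / Buffer or medium: Acidic Tris acetate buffer with magnesium and detergent / Signal: absorbance at 630 nm / Doses: one concentration, 20 µM, with 1.0% DMSO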
DNMT1 inh: blocks human DNA methyltransferase DNMT1 | P26358 | DNMT1 molecular beacon, Hinp1I cleavage, fluorescence | inhibition (reported as % activation of signal), % at 10 µM | 0.83% of 360,000 active; in the data active means inhibition above about 50%
Rpn11 inh: Rpn11 (human) deubiquitinase inhibition | O00487 | human 26S proteasome, Ub4-pepOG fluorescence polarization; 20S core pre-blocked with epoxomicin | calls only at 20 µM | 0.59% of 360,000 active | AID 588493;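 active means inhibition at 20 µM, scaled to each plate's controls, above about 33%, limit read from the data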
NadD block: NadD (S. aureus) enzyme inhibition | purified NadD enzyme, colorimetric absorbance read-out | inhibition, % at 20 µM | 0.78% of 360,000 active | AID 602399; in the data active means inhibition above about 26%; further: some compounds past the cut are filed as inactive
SUMO1-SIM PPI: modulators of human SUMO1-mediated protein-protein interactions. inhibition, % at 20 µM. 0.33% of 360,000 active. AID 602429. SUMO1 binding to a labelled peptide, TR-FRET, 1 h; in the data active means inhibition above about 37%
Target sequence (P63165 whole entry, looked up): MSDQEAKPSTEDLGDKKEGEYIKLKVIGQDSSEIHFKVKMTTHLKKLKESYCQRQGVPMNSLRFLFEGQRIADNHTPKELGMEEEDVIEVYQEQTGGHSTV
LMPTP block: blocks human LMPTP phosphatase | P24666 | recombinant LMPTP-A, OMFP fluorogenic substrate, fluorescence intensity | inhibition, % at 20 µM | 0.22% of 360,000 active | AID 651560;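 active means compounds that cut the enzyme signal by at least half of the control window in the single-dose screen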;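 further: plate controls were DMSO wells with enzyme plus substrate for no effect and substrate without enzyme for full effect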
Target sequence (P24666 whole entry, looked up): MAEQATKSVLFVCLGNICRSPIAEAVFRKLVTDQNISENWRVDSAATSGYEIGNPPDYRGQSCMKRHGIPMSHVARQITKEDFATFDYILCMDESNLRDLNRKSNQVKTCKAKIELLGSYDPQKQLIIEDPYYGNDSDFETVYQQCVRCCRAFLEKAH
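Test system: LMPTP-A phosphatase enzyme. Amount: LMPTP-A at 0.625 nM final in the reaction. Reagent: OMFP substrate, 400 µM final. Times: 50 min at room temperature. Signal: endpoint fluorescence intensity from OMFP dephosphorylation. Read-out basis: % inhibition. Benchmarks: no-enzyme and uninhibited controls.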
MsrA inhibitor: inhibitors of bovine MsrA; AID 651718; 0.75% of 360,000 active; purified bovine MsrA, absorbance read-out; inhibition, % at 15.5 µM; in the data active means inhibition above about 4.5%;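 further: 0% = vehicle wells with enzyme and 100% = reference inhibitor wells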
STEP block: STEP (human) phosphatase inhibition; recombinant STEP, OMFP fluorogenic substrate, fluorescence; 0.25% of 360,000 active; P54829; AID 588621; inhibition, % at 20 µM;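 active means inhibition at 20 µM, scaled per plate between control wells, above about 37%, limit read from the data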;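 further: 0% = DMSO with enzyme and substrate and 100% = substrate only without enzyme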
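Assay system: isolated STEP enzyme. Buffer or medium: pH 6.0 Bis-Tris with DTT and Tween 20. Also added: fluorogenic phosphatase substrate OMFP at 25 µM final. Dosing: 20 µM, 1% DMSO. Timing: 20 min reaction, room temperature, in the dark. Measured by: fluorescence intensity, excitation 480 nm, emission 540 nm. Evaluation: normalized % inhibition.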
Active calls of the source: *; i = inactive; . = no result given. No enrichment for hits. About 3.9% of those tested had a hit in this group.

Letters: A = CSN inh; B = TbMetRS inhib; C = Scp-1 inhibitor; D = DNMT1 inh; E = Rpn11 inh; F = NadD block; G = SUMO1-SIM PPI; H = LMPTP block; I = MsrA inhibitor; J = STEP block
1) CCCC(NS(=O)(=O)c1ccc(OC)cc1)C(=O)O (configuration not stated)
  A = -1; B = 0.0; C = -2; D = 5; E = i; F = 2; G = 4; H = -2.1; I = -0.7; J = 0
2) O=C(COC(=O)c1cc(Br)ccc1O)Nc1ccc2c(c1)OCO2
  A = -1; B = 0.0; C = -9; D = 0; E = i; F = 0; G = -2; H = 0.8; I = 0.2; J = 0
3) CC(=O)Nc1ccc(NC(=O)CCc2nc3ccccc3c(=O)[nH]2)cc1
  A = -1; B = -0.1; C = -7; D = 0; E = i; F = -5; G = 4; H = -1.5; I = 0.5; J = -5
4) c1ccc2oc(-c3nn4c(Cn5cnc6ccccc65)nnc4s3)cc2c1
  A = 5; B = -0.1; C = -5; D = 2; E = i; F = 6; G = -19; H = 1.7; I = -0.3; J = 4
5) CCN1CCc2c(C#N)c(N3CCCCC3)nc(NCc3ccccc3)c2C1
  A = -2; B = 0.0; C = -2; D = -14; E = i; F = -2; G = -6; H = 1.8; I = 0.7; J = -2
6) Cc1cc(C)nc(SCC(=O)NC(=O)c2ccccc2O)n1
  A = -5; B = -0.2; C = -7; D = 3; E = i; F = 5; G = -1; H = -0.4; I = 1.3; J = 0
7) O=C1CSC(c2cccc(F)c2)N1c1ccc(O)cc1 (configuration not stated)
  A = 6; B = 0.0; C = 4; D = 1; E = i; F = -5; G = 0; H = -0.9; I = -0.4; J = -5
8) CCCCn1nc(C(=O)Nc2cc(S(=O)(=O)N(C)C)ccc2C)c2ccccc2c1=O
  A = -2; B = -0.2; C = -7; D = 12; E = i; F = 1; G = 1; H = -2.0; I = -0.8; J = 0
9) O=C1c2ccsc2SCCN1Cc1c(F)cccc1Cl
  A = 4; B = -1.2; C = -1; D = 0; E = i; F = 0; G = 3; H = -0.5; I = 0.1; J = 9
10) CC(C)Oc1ccc(F)cc1-c1cc(C(=O)NCc2ccc(C(F)(F)F)cc2)[nH]n1
  A = -4; B = 0.4; C = .; D = -6; E = i; F = 4; G = 6; H = 4.1; I = 1.3; J = 0
11) Cc1c(C(=O)N2CCOCC2)oc2ccc(S(=O)(=O)N3CCCC3)cc12
  A = 3; B = -0.5; C = -2; D = -1; E = i; F = -5; G = -4; H = -1.3; I = 0.8; J = -2
12) CC1(C)CC(=O)C=C(c2ccc(-c3ccc(S(C)(=O)=O)cc3)cc2)C1=O
  A = 0; B = -0.9; C = .; D = -7; E = i; F = -1; G = -35; H = -0.9; I = 0.2; J = 1
13) Nc1c(N(Cc2ccco2)C(=O)COc2ccc(Cl)cc2)c(=O)[nH]c(=O)n1Cc1ccccc1
  A = 2; B = -0.4; C = -2; D = 3; E = i; F = 3; G = 0; H = 0.1; I = 0.3; J = -1
14) CCOc1ccc(NS(=O)(=O)c2ccc(OCC)c3ncccc23)cc1
  A = -2; B = -1.9; C = 5; D = 6; E = i; F = -1; G = -9; H = 0.8; I = -0.4; J = -1
15) CCN(CC)CCCN1C(=O)C(O)=C(C(=O)c2ccco2)C1c1ccc(C)o1 (configuration not stated)
  A = -4; B = -1.3; C = -4; D = 0; E = i; F = 3; G = -5; H = -3.8; I = 1.4; J = -4

Three entries out of the list above, ordered by the number in TbMetRS inhib, descending:
item	mol	TbMetRS inhib
1	CCCC(NS(=O)(=O)c1ccc(OC)cc1)C(=O)O (configuration not stated)	0.0
12	CC1(C)CC(=O)C=C(c2ccc(-c3ccc(S(C)(=O)=O)cc3)cc2)C1=O	-0.9
14	CCOc1ccc(NS(=O)(=O)c2ccc(OCC)c3ncccc23)cc1	-1.9

Remaining list, next part:
Letters: A = CSN inh; B = TbMetRS inhib; C = Scp-1 inhibitor; D = DNMT1 inh; E = Rpn11 inh; F = NadD block; G = SUMO1-SIM PPI; H = LMPTP block; I = MsrA inhibitor; J = STEP block
16) O=C1CCCC(O)=C1C=NCc1ccccc1
  A = 0; B = 0.3; C = -4; D = 1; E = i; F = 3; G = -5; H = 0.8; I = 1.9; J = 0
17) O=c1oc2ccccc2n1CCCOc1ccccc1
  A = -3; B = 1.3; C = -8; D = 0; E = i; F = -4; G = 1; H = -0.5; I = -0.1; J = 4
18) CCCCSc1ccc2nc(-c3ccc(C#N)cc3)cn2c1
  A = 0; B = -0.6; C = 10; D = -7; E = i; F = 26; G = -4; H = 1.3; I = -0.2; J = -4
19) O=C(NNc1ccc([N+](=O)[O-])cc1)C12CC3CC(CC(C3)C1)C2
  A = 2; B = -0.3; C = 0; D = -5; E = i; F = -3; G = -12; H = -0.2; I = 1.2; J = 3
20) CNC(=O)C1=C(C)Nc2nc3ccccc3n2C1c1cccc(OC)c1 (configuration not stated)
  A = 1; B = -1.1; C = -9; D = 1; E = i; F = 7; G = -2; H = -0.5; I = -1.9; J = -2
21) O=C(NCCN1CCOCC1)c1ccc(Cl)cc1[N+](=O)[O-]
  A = -2; B = -0.7; C = -1; D = 0; E = i; F = 3; G = -18; H = -0.9; I = -0.1; J = 1
22) CCC1CCCCN1CCNS(=O)(=O)c1ccc2c(c1)CCN2C(C)=O (configuration not stated)
  A = -3; B = -0.3; C = 1; D = -1; E = i; F = 5; G = -1; H = -0.2; I = 1.4; J = 6
23) COc1ccc(S(N)(=O)=O)cc1C(=O)NCC(C)(C)N1CCOCC1
  A = -1; B = -0.5; C = -3; D = 1; E = i; F = -4; G = -2; H = 0.0; I = -0.1; J = 0
24) O=C(COC(=O)c1cccnc1Cl)Nc1ccc(S(=O)(=O)N2CCOCC2)cc1
  A = 0; B = -0.2; C = -15; D = -8; E = i; F = -4; G = -1; H = -0.3; I = -0.5; J = 1
25) CCc1ccccc1NC(=O)CN(C)C(=O)CSc1nnc(Nc2ccc(C)cc2)s1
  A = 3; B = -0.4; C = -4; D = -4; E = i; F = -1; G = -3; H = 0.3; I = -0.5; J = -4
26) O=C(O)c1ccc(S(=O)(=O)N2CCOCC2)o1
  A = -4; B = 0.0; C = 2; D = 0; E = i; F = 6; G = 1; H = -0.9; I = 1.7; J = -3
27) NS(=O)(=O)c1cnccc1Oc1cccc(Cl)c1
  A = -6; B = 0.7; C = 0; D = 3; E = i; F = 1; G = 4; H = -1.7; I = -1.2; J = 2
28) O=C(c1ccccc1)c1coc2c1C(=O)c1ccccc1C2=O
  A = 2; B = 0.6; C = -9; D = -7; E = i; F = -5; G = -7; H = 1.8; I = 19*; J = -1
29) Cc1ccc(SCc2cc(=O)n(C)[nH]2)cc1
  A = 1; B = -1.7; C = -4; D = -11; E = i; F = 2; G = 4; H = -2.0; I = -1.3; J = 0
30) CN(CC(=O)Nc1ccccc1Br)C(=O)CCSc1ccc(F)cc1
  A = -1; B = 0.1; C = -8; D = -1; E = i; F = 2; G = 5; H = 0.7; I = 0.5; J = 2
31) Cc1nnc(N2C(=O)c3ccc(Br)cc3C2=O)s1
  A = 7; B = -0.3; C = 0; D = -4; E = i; F = 9; G = -1; H = -1.3; I = -0.8; J = 3
32) COC(=O)c1ccccc1OCCOCCOc1cccc2ccc(C)nc12
  A = -3; B = -0.3; C = -2; D = 0; E = i; F = 2; G = -5; H = 0.6; I = 0.9; J = -2
33) COCCCn1c(=O)c2ccccc2n(CC(=O)Nc2ccc3c(c2)OCCO3)c1=O
  A = 6; B = -0.4; C = 2; D = 1; E = i; F = -3; G = 4; H = -1.5; I = -0.2; J = -1
34) COc1cc(C(=O)NNC(=S)NCc2ccco2)cc(OC)c1OC
  A = -1; B = -0.2; C = -3; D = 2; E = i; F = -1; G = -3; H = 0.5; I = 2.3; J = 1
35) CCOC(=O)[C@]12CCCC=C1N(Cc1ccc(Cl)cc1Cl)C(=O)[C@H](CC(=O)NCC1CCCCC1)C2
  A = -2; B = 0.3; C = .; D = .; E = .; F = 1; G = 9; H = 4.3; I = -0.3; J = .
36) O=C1C2CC=C(Cl)CC2C(=O)N1CCCCCCN1C(=O)C2CC=C(Cl)CC2C1=O (configuration not stated)
  A = 20; B = 0.0; C = 71*; D = 61*; E = i; F = 4; G = 24; H = 4.4; I = -1.5; J = 5
37) CCCCOC(=O)c1ccc(NC(=O)c2c(Cl)ccc(Cl)c2OC)cc1
  A = -6; B = -0.9; C = -8; D = 1; E = i; F = -3; G = 1; H = 1.3; I = -0.3; J = -1

By substructure, the entries above with an aryl thioether with sulfur outside any ring (5)
Letters: A = CSN inh; B = TbMetRS inhib; C = Scp-1 inhibitor; D = DNMT1 inh; E = Rpn11 inh; F = NadD block; G = SUMO1-SIM PPI; H = LMPTP block; I = MsrA inhibitor; J = STEP block
6) Cc1cc(C)nc(SCC(=O)NC(=O)c2ccccc2O)n1
  A = -5; B = -0.2; C = -7; D = 3; E = i; F = 5; G = -1; H = -0.4; I = 1.3; J = 0
18) CCCCSc1ccc2nc(-c3ccc(C#N)cc3)cn2c1
  A = 0; B = -0.6; C = 10; D = -7; E = i; F = 26; G = -4; H = 1.3; I = -0.2; J = -4
25) CCc1ccccc1NC(=O)CN(C)C(=O)CSc1nnc(Nc2ccc(C)cc2)s1
  A = 3; B = -0.4; C = -4; D = -4; E = i; F = -1; G = -3; H = 0.3; I = -0.5; J = -4
29) Cc1ccc(SCc2cc(=O)n(C)[nH]2)cc1
  A = 1; B = -1.7; C = -4; D = -11; E = i; F = 2; G = 4; H = -2.0; I = -1.3; J = 0
30) CN(CC(=O)Nc1ccccc1Br)C(=O)CCSc1ccc(F)cc1
  A = -1; B = 0.1; C = -8; D = -1; E = i; F = 2; G = 5; H = 0.7; I = 0.5; J = 2

High-throughput results: PubChem, several laboratories
